# TCR CD3 inh: inhibitors of human TCR-CD3 interaction, primary screen, biochemical, fluorescence, TAMRA-labeled TCR probe; T-cell receptor (TCR); 0.37% of 360,000 active; inhibition, % at 9.4 µM; AID 651800, 2012; in the data active means inhibition above about 19%;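 further: recombinant mutant TCR 2C K166C tagged with TAMRA read by polarization; 0% = receptor in buffer alone and 100% = receptor with positive control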
# LEDGF integ inh: blockers of LEDGF/p75-dependent integrase strand transfer – biochemical, TR-FRET, high throughput, primary screen; TR-FRET IN-LEDGF/p75 DNA integration, Eu/Cy5; inhibition, % at 3.7 µM; 0.64% of 370,000 active; AID 743269, 2014;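 active means inhibition above the screen-wide mean plus 3 SD, cut at about 13% in these data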;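 further: signal is the Cy5 over europium emission ratio at 671 and 618 nm; 0% = plate median of compound wells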
# mABHD4 FP: ABHD4 inhibitors, primary screen, biochemical, fluorescence polarization, mouse; (Lyso)-N-acylphosphatidylethanolamine lipase (Mus musculus), Q8VD66; purified mABHD4, FP-Rh probe fluorescence polarization; inhibition, % at 8.92 µM; 0.54% of 370,000 active;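 active means inhibition exceeding the mean over every tested compound plus 3 SD, cut at about 30% in these data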;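 further: 0% = plate median of compound wells and 100% = S159A mutant with DMSO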
#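 Test system: mouse ABHD4 enzyme, wild type. Reagent: FP-Rh fluorescent activity-based probe, added after compound pre-incubation. Timing: pre-incubation 45 min, probe exposure 60 min, at 25 °C. Technique: FP readout, ex 525 nm / em 598 nm. Benchmarks: high control S159A mutant with DMSO, low control median of compound wells.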
# UHRF1 binding: UHRF1 methylated DNA binding inhibitors, primary screen, counter-screen for MBD2 inhibitor project, biochemical, TR-FRET, human UHRF1, single concentration. E3 ubiquitin-protein ligase UHRF1 (Homo sapiens), Q96T88. UHRF1 binding to methylated oligo. inhibition, % at 4.4 µM. 0.75% of 370,000 active; in the data active means inhibition above about 21%;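 further: UHRF1 SRA domain binding a hemimethylated CpG hairpin DNA probe; 0% = median of test compound wells and 100% = reference inhibitor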
# Rev-erbA mod: modulators of Rev-erb alpha DNA binding, primary screen, biochemical, FITC-DNA, fluorescence polarization, uHTS | Rev-erbα–FITC-DNA binding, 90 min | activity, % at 10 µM | 0.79% of 370,000 active | AID 1259318, 2017;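 active means activity above about 14%, limit read from the data; passing the limit was not always enough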;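 further: 0% = DMSO wells with 35 nM protein and 100% = DMSO wells with 750 nM protein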
# PG9 Ab binder: binders of HIV-1 gp120 antibody PG9, primary screen, biochemical, TR-FRET. 0.43% of 360,000 active. TR-FRET gp120-PG9 antibody binding. inhibition, % at 6.7 µM; in the data active means inhibition above about 8.5%
# MBD2 inh: inhibitors of MBD2 binding to methylated DNA, primary screen, biochemical, TR-FRET, DNA-binding domain, human. Methyl-CpG-binding domain protein 2 (Homo sapiens), Q9UBB5. inhibition, % at 4.4 µM. 0.31% of 370,000 active. MBD2 binding to methylated oligonucleotide. AID 686964, 2013; in the data active means inhibition above about 13%
# Target sequence (Q9UBB5 whole entry, looked up, the tested form may be a part): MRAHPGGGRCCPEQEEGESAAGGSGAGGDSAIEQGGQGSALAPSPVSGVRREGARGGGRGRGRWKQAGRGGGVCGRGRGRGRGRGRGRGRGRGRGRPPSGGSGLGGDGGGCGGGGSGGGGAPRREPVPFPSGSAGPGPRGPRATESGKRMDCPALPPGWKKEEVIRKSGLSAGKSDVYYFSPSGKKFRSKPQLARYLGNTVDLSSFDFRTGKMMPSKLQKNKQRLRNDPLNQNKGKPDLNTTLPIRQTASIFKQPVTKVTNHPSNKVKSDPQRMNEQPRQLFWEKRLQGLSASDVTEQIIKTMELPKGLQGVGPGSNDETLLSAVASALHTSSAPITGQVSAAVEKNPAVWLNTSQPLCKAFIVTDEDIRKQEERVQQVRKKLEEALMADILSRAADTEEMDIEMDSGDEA
# rCAG RNA binder: binders of r(CAG) RNA repeats, primary screen, biochemical, fluorescence. 1.3% of 370,000 active. r(CAG) RNA repeat, TO-PRO-1 dye displacement fluorescence. inhibition, % at 3 µM;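 active means inhibition above the plate cutoff, the mean of all test compounds on that plate plus 3 SD, cut at about 35% in these data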;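 further: 0% = DMSO alone and 100% = 100 µM mitoxantrone as full dye displacement; higher means more dye released from RNA so lower well fluorescence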
# PRMT1 FP inh: PRMT1 methyltransferase inhibitors, primary screen, biochemical, fluorescence polarization; 1.3% of 370,000 active; inhibition, % at 2.79 µM; Protein arginine N-methyltransferase 1 (Homo sapiens), Q99873; recombinant PRMT1, activity-based probe fluorescence polarization;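 active means inhibition above about 21% made by adding two undisclosed values, limit read from the data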
# Target sequence (Q99873 whole entry, looked up): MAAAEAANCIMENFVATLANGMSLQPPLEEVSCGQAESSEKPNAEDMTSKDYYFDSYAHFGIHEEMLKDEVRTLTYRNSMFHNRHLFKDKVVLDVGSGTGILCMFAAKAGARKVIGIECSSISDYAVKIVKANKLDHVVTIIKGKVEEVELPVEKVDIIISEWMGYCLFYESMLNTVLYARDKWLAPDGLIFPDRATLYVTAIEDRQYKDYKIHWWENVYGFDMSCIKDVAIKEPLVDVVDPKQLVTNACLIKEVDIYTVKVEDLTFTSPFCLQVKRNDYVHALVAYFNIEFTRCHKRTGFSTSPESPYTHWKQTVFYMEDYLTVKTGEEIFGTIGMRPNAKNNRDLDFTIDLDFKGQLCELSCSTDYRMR
# HTRA1 inhibitor: HTRA1 serine protease inhibitors, primary screen, biochemical, fluorescence polarization, HTS. Q92743. recombinant HTRA1, FP-rhodamine activity-based probe. inhibition, % at 5.96 µM. 0.5% of 340,000 active; in the data active means inhibition above about 36%;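 further: 0% = enzyme with DMSO and 100% = wells lacking enzyme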
# * marks the source's active call; other numbers are inactive results; . = not tested or not shown. Some of the compounds tested; rates above refer to the full screens.
SMILES,TCR CD3 inh,LEDGF integ inh,mABHD4 FP,UHRF1 binding,Rev-erbA mod,PG9 Ab binder,MBD2 inh,rCAG RNA binder,PRMT1 FP inh,HTRA1 inhibitor
Cc1ccccc1CNS(=O)(=O)c1c(C)[nH]c(C)c1C(=O)N1CCCCC1,6,-3,4,-4,-8,0.2,0,-2,-2,1
CCC(C)(NC(=O)c1ccccn1)C(=O)NC1CCCC1 (stereo unspecified),5,6,-6,1,-2,-0.4,-4,-3,-6,6
Clc1cccc(-c2nnc(SCc3nc4ccccc4[nH]3)n2Cc2ccco2)c1,-5,0,-17,9,1,-0.9,10,8,9,-20
O=C1OCC(CO)(CO)N=C1NNc1ccccc1[N+](=O)[O-],2,0,5,-13,5,-7.3,-14,1,0,4
COc1ccccc1CNS(=O)(=O)c1cc2c3c(c1)C(C)C(=O)N3CCC2 (stereo unspecified),-5,-4,7,-3,-6,3.0,-4,4,3,-2
COC(C)(C)[C@]12CC(O)(C(C)C)ON1[C@H]1CCCCC1N2O (stereo partly specified),7,-2,1,-2,1,-1.8,-4,-2,1,0
CCc1nnc2c(N(C)S(=O)(=O)c3ccc(C)cc3)nc3ccccc3n12,2,4,3,-1,-7,1.0,-3,1,-2,1
O=C(NCCOc1ccccc1)C1CCC(=O)N(C2CCCCCC2)C1 (stereo unspecified),-3,-1,-1,-2,2,-2.8,1,-7,-1,2
CC1(C)C2CC=C(/C=N/NC(=O)c3ccc(Cl)cc3)C1C2 (stereo unspecified),-1,4,-7,-3,11,-1.7,-2,0,-1,-16
OCC[C@@H]1C[C@@H](O)[C@H](O)[C@]2(CCCCO2)O1,6,0,3,-3,-3,-0.3,-1,1,-1,-7
CSc1nc2n(n1)C(c1cccs1)C1=C(CCCC1=O)N2 (stereo unspecified),1,0,-2,-1,2,0.1,1,-1,2,1
Nc1nonc1C(=O)NCCNC(=O)c1ccccc1F,-4,0,-3,-1,-1,-2.5,3,-2,1,1
CC(NC(=O)CN1c2cccc3cccc(c23)S1(=O)=O)c1ccc(S(N)(=O)=O)cc1 (stereo unspecified),3,2,13,1,-18,-0.4,-2,40*,4,-1
CCc1ccc(-n2c(=O)c3c(C)c(C)sc3n(CC(=O)NCC3CCCO3)c2=O)cc1 (stereo unspecified),2,0,0,-2,0,-0.3,2,-5,2,-1
OCCN1CCN(c2ncnc3scc(-c4ccc(F)cc4)c23)CC1,6,0,-4,-2,4,0.4,0,-8,1,6
COc1ccccc1C(=O)c1nc2ccccc2n1C,3,-3,-3,-2,-7,-0.4,-8,-1,-2,2
COc1ccc(S(=O)(=O)N2CCOCC2)cc1NC(=O)c1sccc1C,-5,-2,-7,1,-3,1.0,2,9,6,0
O=C(CCNC(=O)c1ccco1)Nc1cccc(C(F)(F)F)c1,8,1,-3,1,2,-0.2,5,5,0,-2
Cc1cc(SCC(=O)NCCCN2CCCC2=O)nc2ccccc12,1,4,-2,1,0,-1.0,-4,-2,-1,10
Cc1ccc(CNC(=O)c2ccccc2N(C)S(C)(=O)=O)cc1,-9,1,-4,-1,-3,2.2,0,0,-1,.

# Full records as entered above. Screens in order: TCR CD3 inh, LEDGF integ inh, mABHD4 FP, UHRF1 binding, Rev-erbA mod, PG9 Ab binder, MBD2 inh, rCAG RNA binder, PRMT1 FP inh, HTRA1 inhibitor
# Listed for `Cc1ccc(CNC(=O)c2ccccc2N(C)S(C)(=O)=O)cc1` = -9, 1, -4, -1, -3, 2.2, 0, 0, -1, .
# Listed for `CCc1ccc(-n2c(=O)c3c(C)c(C)sc3n(CC(=O)NCC3CCCO3)c2=O)cc1` (stereo unspecified) = 2, 0, 0, -2, 0, -0.3, 2, -5, 2, -1
# Listed for `OCCN1CCN(c2ncnc3scc(-c4ccc(F)cc4)c23)CC1` = 6, 0, -4, -2, 4, 0.4, 0, -8, 1, 6
# Listed for `CCc1nnc2c(N(C)S(=O)(=O)c3ccc(C)cc3)nc3ccccc3n12` = 2, 4, 3, -1, -7, 1.0, -3, 1, -2, 1
# Listed for `COc1ccccc1C(=O)c1nc2ccccc2n1C` = 3, -3, -3, -2, -7, -0.4, -8, -1, -2, 2

# More compounds.
SMILES,TCR CD3 inh,LEDGF integ inh,mABHD4 FP,UHRF1 binding,Rev-erbA mod,PG9 Ab binder,MBD2 inh,rCAG RNA binder,PRMT1 FP inh,HTRA1 inhibitor
CCOc1ccc(-c2cc(CCCC(=O)Nc3cc(OC)ccc3OC)no2)cc1,8,-1,-3,-2,-1,-1.7,4,5,-1,-10
O=C(NCCc1nc(-c2ccccc2Cl)no1)C1CCCCC1,1,2,0,-2,0,-1.8,-6,-6,0,-6
O=C(CN1CCN(S(=O)(=O)c2ccc3c(c2)OCCCO3)CC1)N1CCc2ccccc21,-5,1,2,3,0,-0.7,-2,5,0,-1
COCC(C)n1c(SCC(=O)NC(=O)NCc2ccccc2)nc2ccccc2c1=O (stereo unspecified),-2,-1,-11,2,2,-3.0,-3,1,-1,-4
Clc1cccc(-c2cc3nc4c(c(N5CCN(c6cnccn6)CC5)n3n2)CCCC4)c1,-10,-2,4,1,4,0.4,2,2,1,-3
CCOc1cc(C(=O)OCC(=O)c2c(N)n(C)c(=O)n(C)c2=O)cc(OCC)c1OCC,-1,4,-4,0,10,-2.9,-4,-4,-1,1
COc1ccc2nc(/C=N/NC(=O)[C@H](CCSC)NC(=O)OC(C)(C)C)ccc2c1,-9,3,-8,-4,2,-2.5,-5,1,-1,-5
CN1C(C(=O)NCC2CC2)CC2Cn3c(nc4cc5ccccc5cc43)C21 (stereo unspecified),1,-3,2,-1,-1,-1.1,4,0,1,-2
CC(=O)Nc1cccc(OCc2ccc([N+](=O)[O-])cc2)c1,2,5,-5,0,1,-1.6,2,0,-2,-7
CCOc1ccc(C(C(=O)NC2CCCCC2)N(C(=O)c2ccccn2)c2cccnc2)cc1 (stereo unspecified),-3,-2,4,1,0,1.6,5,-9,-3,1
c1ccc2c(N3CCCCC3)nc(N3CCCC3)nc2c1,7,-2,1,-2,3,-1.0,-1,5,1,-1
CCN(Cc1ccccc1)S(=O)(=O)c1cn(C)cn1,-11,-5,-13,6,6,0.1,6,-3,6,1
COc1ccc2c(c1)Cc1c-2cc(Br)c(N)c1Br,-2,-1,4,-1,1,0.6,1,6,0,2
CC(=O)c1c(C)[nH]c(C(=O)OCC(=O)NCc2ccc(Cl)cc2)c1C,23*,2,13,0,4,-0.6,0,1,168*,-29
O=C(CCn1nnc2ccccc21)N1CCN(c2cccc(C(F)(F)F)c2)CC1,.,4,-2,2,5,.,-1,-1,-7,.
O=C(CN1C(=O)NC2(CCSC2)C1=O)N1CCN(c2ccc(F)cc2)CC1 (stereo unspecified),6,-1,-3,0,1,-1.3,-3,-3,-3,12
COc1cc(C(O)c2nc(-c3cc4ccccc4o3)cs2)ccc1F (stereo unspecified),1,-5,-44,0,-2,2.0,4,5,5,.
CC(C)C[C@@H](COc1ccccc1)N1CCN(C)CCC1=O,4,0,6,4,-9,-3.1,-1,-5,-1,-3
Cc1nc2cc(-c3ccc(Br)cc3)[nH]n2c(=O)c1Cl,1,4,1,2,1,-1.7,-4,4,1,5
CC(/C=N\NC(=O)c1cc(C)oc1C)=C\c1ccccc1,4,-1,5,-4,-3,-3.2,3,-4,1,-2

# Entries above printed as active in TCR CD3 inh.
compound	TCR CD3 inh	LEDGF integ inh	mABHD4 FP	Rev-erbA mod	PG9 Ab binder	MBD2 inh	PRMT1 FP inh	HTRA1 inhibitor
CC(=O)c1c(C)[nH]c(C(=O)OCC(=O)NCc2ccc(Cl)cc2)c1C	23*	2	13	4	-0.6	0	168*	-29

# The listing continues.
SMILES,TCR CD3 inh,LEDGF integ inh,mABHD4 FP,UHRF1 binding,Rev-erbA mod,PG9 Ab binder,MBD2 inh,rCAG RNA binder,PRMT1 FP inh,HTRA1 inhibitor
Cc1ccsc1C(=O)OCC(=O)NCc1ccco1,-2,2,2,1,-3,-1.3,-2,-2,-5,-3
COc1ccc(NC(=O)Cn2nc(C)c([N+](=O)[O-])c2C)cn1,3,4,-2,-1,-3,0.0,-4,1,0,9
Cc1ccsc1/C=C(\C#N)C(=O)NCc1cccnc1,-6,-2,1,5,4,0.2,4,-1,0,3
CCOC(=O)c1c(-c2ncc(C(F)(F)F)cc2Cl)noc1C,-4,0,-2,-2,6,-4.6,-3,-3,-2,1
CC(C(=O)Nc1ccc(S(N)(=O)=O)cc1)N1CCc2ccccc21 (stereo unspecified),-1,-4,3,0,-4,-1.9,3,1,2,-4
O=C(Oc1ccc(C(=S)N2CCOCC2)cc1)c1cc([N+](=O)[O-])cc([N+](=O)[O-])c1,-3,1,4,0,3,0.1,3,3,-4,-1
CCCCCC(=O)N1CC2(CC(c3cccc(NC(=O)c4ccccc4)c3)=NO2)C[C@@H]1C(N)=O (stereo partly specified),2,1,-1,-1,-1,0.9,3,1,2,-23

# Screening results deposited in PubChem by several laboratories.
